# Screens as filed in PubChem BioAssay.
# aSyn yeast inh: qHTS of alpha-syn Inhibitors; Potency, µM (series often up to 46.1 µM), for inactives: at the top dose growth rescue (activation), hits mostly activators; 0.14% of 370,000 active; Yeast expressing alpha-synuclein, growth rescue, BacTiter-Glo, 24 h; AID 652106, 2013; also: potency is read from the fitted curve at half-maximal effect; % of control where 0% means no effect; nearly all actives have a fitted effect of over 65% in size
#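 Rescue of yeast growth: cells expressing toxic alpha-synuclein, induced in galactose at OD600 0.02, incubated with compound 24 h at 30 C. ATP luminescence quantified growth; inhibitors of toxicity appear as activators.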
# TDP-43 yeast inh: qHTS of TDP-43 Inhibitors. Potency, µM (top dose mostly 46.1 µM), without a hit: at the highest dose growth rescue (activation), most hits filed as activators. TDP-43 expressing yeast growth rescue, BacTiter-Glo, 24 h. 1.8% of 410,000 active. AID 652104, 2013; also: potency is read from the fitted curve at half-maximal effect; % of control where 0% means no effect; nearly all actives have a fitted effect of over 50% in size
#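 Readout is BacTiter-Glo luminescence of cell growth, so inhibitors register as activators. TDP-43-expressing yeast at OD600=0.02 in galactose medium, after raffinose pregrowth to mid-log, were incubated with compound for 24 hr at 30 deg C.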
# DRD3 agonist: qHTS of D3 Dopamine Receptor Agonist: qHTS. D(3) dopamine receptor (Homo sapiens), P35462. D3R DiscoveRx beta-arrestin cells, luminescence, 90 min. max activation, %. 0.58% of 410,000 active. AID 652048, 2013; in the data active = max activation above about 30%; also: 0% is about no effect; mostly tested at two doses, the higher about 12 µM
#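 Cells at 1500/well, incubated overnight, then treated with pinned compounds (dopamine as control) for 90 min at 37 degrees C. DiscoveRx reagent added for 30 - 60 minutes at room temperature; luminescence read.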
# Abeta yeast res: qHTS for compounds that reverse cellular toxicity of Amyloid beta (A-beta) peptide in yeast: Primary Screen; yeast expressing A-beta42, growth rescue, OD600, 48 h; response scale: 0% DMSO, 100% iron-clioquinol control; Potency, µM (top dose mostly 46.1 µM), without a hit: at the highest dose growth rescue, actives largely listed as activators; 0.063% of 410,000 active; also: potency is read from the fitted curve at half-maximal effect; nearly all actives have a fitted effect of over 55% in size
#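 Growth rescue measured by 600 nm absorbance after 48 h yeast culture at 30 C with compound. Values normalized between DMSO and an equimolar ferric chloride plus clioquinol control.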
# D3 antag: qHTS of D3 Dopamine Receptor Antagonist: qHTS. AID 652054, 2013. 2.5% of 360,000 active. max response, negative = inhibition, %. D(3) dopamine receptor (Homo sapiens), P35462. D3R cells, DiscoveRx beta-arrestin luminescence, antagonist mode; stronger effect = lower value; in the data active = max response below about -50%; inconclusive = no clear call, values can overlap the other calls; also: % is scaled to controls: 0 for no effect and ±100 for the full control effect; mostly tested at two doses, the higher about 12 µM
#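 Cells plated overnight at 1500 cells/well, then exposed to library compounds with dopamine controls for 90 minutes at 37 degrees C. DiscoveRx reagent added for 30–60 minutes at room temperature; luminescence read, quantitative HTS format.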
# FUS suppressor: qHTS for Suppressors of FUS Proteinopathy: Primary screen using FUS-linked yeast assay; S. cerevisiae FUS-expressing, growth rescue, OD600, 24 h; Potency, µM (series often up to 76.6 µM), for inactives: at the highest dose growth rescue (activation), actives largely listed as activators; 0.24% of 390,000 active;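 also: potency is read from the fitted curve at half-maximal effect; plate controls were DMSO vehicle for no effect and reference control for full effect; nearly all actives have a fitted effect of over 55% in size; some results filed as inactive show a strong effect at the top dose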
#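 Restored growth of FUS-toxic S. cerevisiae, read as 600 nm absorbance after 24 h at 30C in galactose medium (starting OD 0.005). Controls CP55940 and DMSO.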
# EPAC2 agonist: qHTS for Agonist of cAMP-regulated guanine nucleotide exchange factor 4 (EPAC2): primary screen | Rap guanine nucleotide exchange factor 4 (Homo sapiens), Q8WZA2 | EPAC2 activation, biochemical qHTS; response scale: 100% = 6.5 mM cAMP response | Potency, µM (series often up to 154 µM), without a hit: at the top dose activation, hits mostly activators | 0.079% of 360,000 active | AID 720711, 2013; also: potency is read from the fitted curve at half-maximal effect; nearly all actives have a fitted effect of over 50% in size
# Target sequence (Q8WZA2 whole entry, looked up): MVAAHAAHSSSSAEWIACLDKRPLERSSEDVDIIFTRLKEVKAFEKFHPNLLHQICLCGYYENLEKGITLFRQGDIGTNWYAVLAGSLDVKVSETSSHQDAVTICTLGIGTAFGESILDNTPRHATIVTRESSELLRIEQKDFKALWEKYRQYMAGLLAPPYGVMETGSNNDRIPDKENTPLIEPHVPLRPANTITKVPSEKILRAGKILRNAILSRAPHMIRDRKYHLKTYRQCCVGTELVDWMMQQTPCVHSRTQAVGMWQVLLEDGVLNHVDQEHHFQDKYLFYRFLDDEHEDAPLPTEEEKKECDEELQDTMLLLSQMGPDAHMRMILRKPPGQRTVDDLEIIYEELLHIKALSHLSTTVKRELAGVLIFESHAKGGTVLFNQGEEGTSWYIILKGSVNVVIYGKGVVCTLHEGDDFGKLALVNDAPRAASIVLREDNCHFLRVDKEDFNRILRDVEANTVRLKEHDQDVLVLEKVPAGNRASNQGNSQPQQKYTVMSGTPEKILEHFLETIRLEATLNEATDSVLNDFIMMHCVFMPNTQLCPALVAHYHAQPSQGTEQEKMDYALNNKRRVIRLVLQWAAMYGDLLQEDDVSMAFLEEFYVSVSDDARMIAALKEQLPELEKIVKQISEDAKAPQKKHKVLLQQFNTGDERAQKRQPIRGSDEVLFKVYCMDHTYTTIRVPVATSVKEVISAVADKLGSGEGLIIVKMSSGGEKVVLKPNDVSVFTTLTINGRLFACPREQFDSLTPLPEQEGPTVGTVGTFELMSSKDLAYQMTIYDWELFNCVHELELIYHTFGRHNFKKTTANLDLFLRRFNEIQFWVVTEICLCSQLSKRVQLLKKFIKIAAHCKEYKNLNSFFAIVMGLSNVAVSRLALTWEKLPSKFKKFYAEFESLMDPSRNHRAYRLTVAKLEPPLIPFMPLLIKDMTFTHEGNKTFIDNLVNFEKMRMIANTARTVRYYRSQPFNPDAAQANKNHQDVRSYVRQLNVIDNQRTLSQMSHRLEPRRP
#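 Compounds were titrated in qHTS against a Rap1B-BODIPY-GDP (250 nM) complex with EPAC2 (100 nM) and GDP (50 uM). BODIPY-GDP release tracked at 480/540 nm over 30 min at room temperature, normalized to 6.5 mM cAMP.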
# EPAC2 antagonist: qHTS for Antagonist of cAMP-regulated guanine nucleotide exchange factor 2 (EPAC2): primary screen; 0.18% of 360,000 active; Potency, µM (doses to about 114 µM), inactives show top-dose activity, negative = inhibition, most hits filed as inhibitors; EPAC2 GEF exchange of Rap1B-BODIPY-GDP, fluorescence; also: potency is read from the fitted curve at half-maximal effect; % is scaled to controls: 0 for no effect and ±100 for the full control effect; nearly all actives have a fitted effect of over 45% in size; many of its hits are not listed in these tables
# The depositor's hits bear a star; ? = inconclusive; nt = not tested or not shown; & = joins results of further samples; [ ] = remark or other dose. Unless noted, calls follow the shape of the dose curve; as a rule, active = well fitted curve in the direction sought with a large enough effect; inconclusive = small, poorly fitted or top-dose-only effect, or another doubt; inactive = no such curve, though single readings can be large; an effect the other way counts as inactive or inconclusive. An excerpt, so the mix of outcomes need not match the whole.
SMILES,aSyn yeast inh,TDP-43 yeast inh,DRD3 agonist,Abeta yeast res,D3 antag,FUS suppressor,EPAC2 agonist,EPAC2 antagonist
COc1ccc(C(=O)Cn2c(NCCO)nc3ccccc32)cc1,-2.2%,-21.8%,-2.0,5.4%,-27.9,29.1%,8.3%,-4.8%
CCC(C)NC(=O)C1CCC(=O)N1Cc1ccc(C)cc1 (stereo not given),2.6%,12.8%,-2.8,3.9%,0.0,11.1%,-6.5%,16.1%[57.1 µM]
O=C(/C=C1\SC(=O)NC1=O)Nc1ccc(F)cc1,5.0%,11.9%,1.5,-12.7%,0.3,4.7%,-1.5%,1.0%
CCCCCCCSc1nc(N)cc(=O)[nH]1,4.2%,13.9%,8.7,15.1%,13.6,-0.8%,-4.7%,-1.6%
CC1CCCCC1NC(=O)CCCn1c(=S)[nH]c2ccsc2c1=O (stereo not given),2.9%,13.3%,4.8,12.1%,-1.6,22.3%,-1.3%,-1.4%
COc1ccc(-n2c(=O)c3c(C)c(C)sc3n(CC(=O)NCc3ccc(C)cc3)c2=O)c(OC)c1,nt,19.0%,8.0,-7.5%,nt,?,nt,nt
Cc1ccccc1NC(=O)c1cn(-c2ccccc2)nc1-c1ccccc1,0.1%,-3.8%&14.4%,-15.3&4.9,-6.3%&0.5%,4.2,-9.3%&15.1%,21.9%,-9.4%
Cc1c2cnn(-c3ccccc3)c(=O)c2c(C)n1CC(=O)NCc1ccccc1,nt,15.2%,1.1,-3.8%,nt,20.1%,nt,nt
CCOC(=O)c1[nH]c(C)c(C(=O)Nc2ccc(C)c(Cl)c2)c1C,2.1%,-2.7%,10.9,-8.0%,-6.9,22.4%,-4.4%,5.2%
Cc1ccc(N2CCN(C(=O)CN3C(=O)c4ccccc4C3=O)CC2)cc1,-1.9%,29.7%,0.8,10.7%,1.1,1.4%,-3.8%,-4.1%
CCCCn1nnnc1C(c1cc2ccccc2o1)N1CCN(C(=O)OCC)CC1 (stereo not given),7.1%,?,5.0,11.4%,37.6,41.0%,13.7%,?
CCOC(=O)c1c(CSC(=N)N)n(C)c2cc(Br)c(OC(C)=O)cc12,-0.7%,-12.9%,2.5,-24.0%,-19.9,12.0%,-5.4%,34.7%[activator]

# Complete entries from above. Order of screens: aSyn yeast inh | TDP-43 yeast inh | DRD3 agonist | Abeta yeast res | D3 antag | FUS suppressor | EPAC2 agonist | EPAC2 antagonist
# `COc1ccc(C(=O)Cn2c(NCCO)nc3ccccc32)cc1` is entered as -2.2% | -21.8% | -2.0 | 5.4% | -27.9 | 29.1% | 8.3% | -4.8%
# `CCC(C)NC(=O)C1CCC(=O)N1Cc1ccc(C)cc1` (stereo not given) is entered as 2.6% | 12.8% | -2.8 | 3.9% | 0.0 | 11.1% | -6.5% | 16.1%[57.1 µM]
# `CCOC(=O)c1c(CSC(=N)N)n(C)c2cc(Br)c(OC(C)=O)cc12` is entered as -0.7% | -12.9% | 2.5 | -24.0% | -19.9 | 12.0% | -5.4% | 34.7%[activator]

# Next part
SMILES,aSyn yeast inh,TDP-43 yeast inh,DRD3 agonist,Abeta yeast res,D3 antag,FUS suppressor,EPAC2 agonist,EPAC2 antagonist
NCc1ccccc1,2.9%,0.0%,19.7,6.0%,14.9,-30.6%,3.9%,1.6%
CCN(CC)C(=O)C1=C(C)N(CCC2=CCCCC2)C(=O)C(CC(=O)NCCN2CCOCC2)C1 (stereo not given),-2.8%,22.6%,-0.2,2.8%,15.4,-21.1%,13.5%,-2.8%
O=C(NOC(=O)c1ccccc1Cl)c1cccs1,nt,?,-0.5,8.0%,38.9,-19.6%,3.0%,1.6%
CCc1ccc(OCC(=O)Nc2ccncc2)cc1,3.4%,-12.7%,3.1,-0.1%,44.4,-20.9%,5.5%,2.8%
CCOC(=O)C(=CNc1cc(C)ccc1[N+](=O)[O-])C(=O)OCC,-1.1%,12.4%,13.3,-7.6%,86.4,-1.8%,-2.2%,17.3%
NC(Cc1ccccc1)c1csc(Nc2ccc(C(F)(F)F)cn2)n1 (stereo not given),-19.6%,9.5%,-5.1,-21.0%,-24.5,-0.4%,-5.0%,0.8%
CSc1ccc(CN2C(=O)NC3(CCCCC3)C2=O)cc1,12.6%,8.7%,-4.9,15.8%,-16.5,9.4%,16.6%,0.0%
COc1ccc(CNC(=O)C(c2ccc(C)cc2)N(Cc2cccs2)C(=O)c2ccc3c(c2)OCCO3)cc1 (stereo not given),-6.0%,-22.7%,19.6,-9.3%,1.7,5.01µM*,9.5%,-15.7%
C/C(=N\NC(=O)c1ccc(C(=O)N/N=C(\C)c2ccco2)o1)c1ccco1,-6.1%,-20.9%,-1.6,8.6%,-2.4,29.6%,9.3%,2.4%
COC(=O)c1c(-c2ccsc2)oc2ccc(-c3cc(OC)c(OC)c(OC)c3)cc12,-10.2%,5.3%,45.2*,0.3%,0.0,?,10.4%,-12.7%
COc1ccccc1C(=O)C1CCCN(C(=O)C2=CC(=O)CC(C)(C)O2)C1 (stereo not given),2.3%,6.9%,-8.9,10.6%,5.3,3.5%,-1.7%,2.3%
Cc1n[nH]c(=S)n1/N=C/c1ccc(-c2ccccc2[N+](=O)[O-])o1,-5.2%,9.2%,-2.0,-4.7%,-10.5,-13.7%,2.0%,2.3%
CCc1nnc(NC(=O)CSc2nnc(Cc3cccn3C)n2CCOC)s1,1.4%,12.9%,-5.9,10.8%,-3.9,10.4%,-0.3%,2.1%
O=C(OCc1nnc(-c2ccccc2)o1)c1cc(=O)c2ccccc2o1,-4.6%,-19.2%,-31.7,-6.3%,?,?,4.1%,-6.6%
Cc1ccc2oc(=O)c3cc(C(=O)Nc4ccc(F)cc4F)sc3c2c1,nt,0.9%,5.0,-9.0%,nt,-21.0%,nt,nt
CCN(CC)C(=O)Cn1cc(S(=O)(=O)CC(=O)Nc2ccccc2F)c2ccccc21,0.4%,-25.8%,-6.3,-3.4%,-19.9,14.6%,1.1%,9.4%
CSc1ncccc1C(=O)NCc1nnc2ccccn12,-11.6%,-9.2%,6.2,-2.1%,4.8,-3.1%,2.9%,-7.4%
COc1ccc2c(c1)c1c(c(=O)n(-c3cccc(C)c3)c(=O)n1CC(=O)NCc1ccc(C)cc1)n2C,nt,8.3%,4.7,-4.8%,nt,2.6%,nt,nt
CCN(Cc1cn2cccnc2n1)C1CCCCC1,1.6%,-9.7%,0.6,-1.6%,7.0,18.1%,1.6%,12.5%
O=C(c1cc(Cl)cc(Cl)c1)N1CCC2CC1c1cc(N3CCCCC3)ccc12 (stereo not given),-7.9%,0.0%,4.5,3.2%,0.9,7.7%,8.1%,-11.4%
COc1ccc(N(CC(=O)Nc2cccc(N(C)S(C)(=O)=O)c2)S(=O)(=O)c2ccc(F)cc2)cc1,4.2%,-16.7%,-7.7,10.3%,1.0,?,10.3%,1.7%
c1ccc(Oc2ccc(-c3ccn[nH]3)cc2)cc1,-27.7%,14.1µM*,-2.5,-0.9%,5.1,-7.4%,11.7%,-9.4%
C[C@H](CO)N1C[C@H](C)[C@@H](CN(C)C(=O)OCc2ccccc2)OCc2cn(nn2)CCCC1=O,-1.8%,0.0%,-1.3,-3.6%,-4.0,-15.5%,9.0%,2.3%
CCOC(=O)CC(NC(=O)c1cccc2c1C(=O)N(Cc1cccnc1)C2)c1ccc(OCC)c(OC)c1 (stereo not given),-7.5%,-22.0%,-7.9,-23.6%,2.4,26.0%,3.6%,3.6%
O=C(CN1C(=O)COc2ccc(S(=O)(=O)NC3CCCC3)cc21)NCc1ccc(Cl)cc1,nt,12.5%,-10.9,-8.8%,nt,-19.4%,nt,nt
COc1ccccc1Cc1c(-c2ccco2)nc2c(C)cc(Br)cn12,-70.9%[inhibitor],?,-16.5,-81.6%[inhibitor],-92.4*,37.3%,-0.9%,?
COc1ccc(C2c3ccc(O)cc3Oc3ncn(CCN4CCOCC4)c(=N)c32)cc1 (stereo not given),5.9%,-22.1%,0.9,3.2%,-10.0,12.0%,-2.3%,1.6%
O=C(NC1CC1)c1cccc(-c2cncc3nccn23)c1,4.3%,-24.5%,-5.8,2.6%,-7.4,9.1%,14.5%,9.1%
Cc1cccc(OCC(=O)Nc2cccc3nsnc23)c1,7.6%,-5.7%,0.0,9.1%,10.6,-1.9%,7.8%,2.4%
O=C(Nc1ccc(C(=O)N2CCCCC2)cc1)Nc1cccc(Cl)c1,1.0%,-10.3%,0.3,1.7%,0.9,nt,-4.1%,-6.0%
CCCC(NC(=O)C(C)Sc1nnnn1C1CC1)c1ccccc1 (stereo not given),-3.2%,-13.9%,-5.1,-20.7%,-15.8,1.0%,5.9%,10.4%
Cc1ccc(-c2cc(-c3ccc4c(c3)NC(=O)CO4)nc3c2COc2ccccc2-3)cc1,nt,-4.7%,4.8,-9.6%,nt,19.2%,nt,nt
COC(=O)C1C(=O)c2c(n[nH]c2C)CC1(C)C (stereo not given),-18.3%,5.7%,15.7,2.0%,-6.5,8.8%,-7.2%,8.5%
O=C(O)c1cccc(NC(=O)c2cn(-c3ccccc3)nc2-c2ccc(F)cc2)c1,1.4%,-17.4%,5.7,2.9%,24.5,16.6%,-1.6%,9.6%
O=C(O)c1cn[nH]c1-n1cnnn1,-0.4%,20.7%,28.3,7.4%,-10.5,18.8%,8.2%,2.3%
COc1ccc(-c2nc(-c3ccccc3)c(-c3ccc(F)cc3)[nH]2)c(OC)c1C,nt,27.8%[9.22 µM],-15.1,-20.3%,nt,1.8%,nt,nt
CCC(C)(C)n1nnnc1C(c1ccc(C)cc1)N(Cc1ccco1)Cc1cccs1 (stereo not given),2.0%,-6.7%,-1.5,-10.4%,-13.1,17.7%,1.0%,-8.9%
N#CC1=C(SCc2ccccc2)NC2=C(C(=O)CCC2)C1c1ccc2c(c1)OCO2 (stereo not given),-12.2%,5.7%,-4.0,-7.5%,?,23.9%,-0.4%,6.6%
Cc1cccc(CCNC(=O)Cn2ncc3c([nH]c4ccccc43)c2=O)c1,-0.2%,15.0%,-1.3,3.9%,-4.9,11.1%,0.1%,-3.1%
COc1cccc(NC(=O)c2cc([N+](=O)[O-])ccc2NCc2cccnc2)c1,9.0%,11.1%,-9.0,33.3%,2.9,nt,3.8%,-1.3%
